Bioassay records as filed in PubChem BioAssay.
hcGAS lum = Primary biochemical luminescence assay for human cyclic GMP-AMP synthase inhibitors; 290,000 compounds, 0.081% hits; inhibition, % at 12.5 µM; recombinant h-cGAS, ATP depletion, Kinase-Glo luminescence;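 further: 0% = vehicle reaction and 100% = reaction without DNA for no activity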
Target sequence (Q8N884 whole entry, looked up): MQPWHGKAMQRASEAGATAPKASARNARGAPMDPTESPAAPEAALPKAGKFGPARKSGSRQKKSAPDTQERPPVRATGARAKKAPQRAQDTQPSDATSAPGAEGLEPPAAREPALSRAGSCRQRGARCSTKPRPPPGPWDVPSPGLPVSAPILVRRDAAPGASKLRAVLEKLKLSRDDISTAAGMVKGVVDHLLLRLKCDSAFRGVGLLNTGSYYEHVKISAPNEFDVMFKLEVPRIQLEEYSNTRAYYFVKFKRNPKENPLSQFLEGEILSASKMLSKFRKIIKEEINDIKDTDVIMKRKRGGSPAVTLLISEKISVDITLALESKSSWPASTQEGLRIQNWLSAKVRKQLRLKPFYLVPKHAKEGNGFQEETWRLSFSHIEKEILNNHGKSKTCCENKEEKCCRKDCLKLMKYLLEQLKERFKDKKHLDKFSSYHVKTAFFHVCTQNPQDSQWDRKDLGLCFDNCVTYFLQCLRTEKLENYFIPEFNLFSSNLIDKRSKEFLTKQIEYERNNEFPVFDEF
NPYLR7 ag = agonists of mosquito NPYLR7 receptor, primary screen, cell-based, Aedes aegypti, calcium fluorescence, mosquito biting behavior. 270,000 compounds, 0.15% hits. activation, % at 10 µM. HEK293T NPYLR7/Galpha15, GCaMP6s calcium fluorescence. Aedes aegypti neuropeptide Y-like receptor 7 (NPYLR7); in the data active means activation above about 40%;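 further: 0% = vehicle and 100% = reference agonist at the receptor; some compounds past the cut are filed as inactive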
mcGAS inh = cyclic GMP-AMP synthase inhibitors, mouse, primary biochemical chemiluminescence; Q8C6L5; recombinant cGAS, Kinase-Glo ATP depletion luminescence; inhibition, % at 12.5 µM; 160,000 compounds, 0.15% hits; AID 1259399, 2018;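 further: 0% = negative control wells and 100% = reference inhibitor with no enzyme activity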
Starred values were filed as active, the others as inactive; . = no result given; & = joins results of further samples. Unless noted, no stated cut-off is given here; in the data, active means inhibition above about 40%; inactive means the rest.

SMILES	hcGAS lum	NPYLR7 ag	mcGAS inh
COc1nc(-c2cccc(C(F)(F)F)c2)n(-c2ccc(NC(=O)c3ccc(Cl)cc3Cl)cc2)n1	-1.0	.	-6.6
CCOC(=O)c1c(-c2cccs2)csc1NC(=O)CCl	-2.6	-9.2	34.2
CCOc1ncccc1C(=O)NCc1cccnc1-n1ccnc1	2.7	-2.0	.
O=S(=O)(c1ccc(Sc2nnc(NC3CC3)s2)nc1)N1CCCC1	-6.3	9.0	.
COc1ccc(Cl)cc1CC1(C)C(=O)Nc2ccccc21 (stereo not given)	0.2	1.1	-1.2
O=C(Nc1ccc2nc(COCCO)[nH]c2c1)Nc1ccccc1-c1ccccc1	-6.8	10.9	-4.8
CN1CCN(CCCN(C)CC(=O)Nc2cc(F)cc(F)c2)CC1	-7.3	7.0	.
COc1cccc2cc(-c3nc4ccccc4[nH]3)c(=Nc3cccc(C#N)c3)oc12	-3.8	0.3	-5.6
CN(CCCNC(=O)C(=Cc1ccccc1)c1ccccc1)c1ccccc1	-1.6	-9.5	.
Cc1cc(Cn2cnc(-c3ccccc3)c2COCc2ccccc2)ccn1	-6.2	-7.5	-12.6
O=C1CSC(c2ccc(OC(F)F)cc2)N1c1ccc(O)cc1 (stereo not given)	-7.6	-3.8	.
CCN(CC)C(=O)c1cc(-c2ccccc2F)n2nc(-c3ccc(Cl)cc3)cc2n1	-3.4	.	-9.2
CCOC(=O)N1CCN(C(=O)CSc2ncnc3c2nnn3-c2ccc(F)cc2)CC1	-0.2	1.4	0.5
O=C(Nn1cnc2c(cnn2-c2cccc(Cl)c2)c1=O)c1ccccc1C(F)(F)F	-8.8	6.2	.
COc1ccc(OCCSc2cccc[n+]2[O-])cc1	-6.5	-0.2	.
CC(C)N(CCNC(=O)CCCc1ccc(NC2OC(C3COC(C)(C)O3)[C@@H]3OC(C)(C)O[C@H]23)cc1)C(C)C (stereo not given in full)	-3.1	-4.6	-6.1
CCC(CC)CN1CC2(CCN(C(=O)C3CCCO3)CC2)OC1=O (stereo not given)	3.4	.	-0.5
CC(C)Cc1cc(C(=O)N2CCOC(CCCc3ccccc3)C2)n[nH]1 (stereo not given)	-1.0	.	0.4
Nc1nc(CN2CCOCC2)nc2ccccc12	-1.1	9.7	.
C=CCCC(=O)N1CCc2ccccc2C1c1ccc(C)cc1 (stereo not given)	-0.8	-4.5	0.9
Brc1nc(Br)n(CCN2CCCCC2)n1	-4.9	0.6	.
Cc1cc(F)ccc1NC(=O)C(C)NC(=O)Cc1nonc1C (stereo not given)	-3.9	4.0	.
CCS(=O)(=O)CC(C)N(C)c1ncnc2cc(Cl)ccc12 (stereo not given)	-7.7	12.4	.
CCNC(=O)[C@@H]1C[C@H](N)CN1C(=O)c1cccc(N2Cc3ccccc3C2)c1	-6.9	.	-11.4
Cc1cc(C(=O)N2CC(=O)N(C3CCCCC3)CC(OCc3ccccc3)C2)nc(C)n1 (stereo not given)	-1.1	8.4	-15.9
Cc1cc(F)ccc1Oc1cc(N2CCOCC2)ncn1	-2.1	.	-7.9
COc1cc(F)c(NC(=O)C2(C)CCCc3ccccc32)cc1OC (stereo not given)	-5.6	5.1	.
CCOCC1CCCN1S(=O)(=O)NCc1ccccc1 (stereo not given)	-0.9	1.9	.
Cc1cc(F)ccc1Oc1cc(Cl)ncn1	-4.4	14.4	.
O=C(Nc1ccc(SC(F)F)cc1)c1n[nH]c(=O)c2ccccc12	-1.8	5.3	.
CCOC(=O)C1CCCCN1CC(=O)N1N=C(c2cc(C)ccc2C)CC1c1ccccc1C (stereo not given)	2.3	2.7	-0.6
Cc1noc(C)c1S(=O)(=O)Nc1ccc2c(c1)OCO2	-4.7	5.3	.
Cc1ccc(C)c(NC2=NC3(CCCC3)N=C(N)N2)c1	-2.4	4.5	0.3
Cc1cccc(N=c2oc3ccccc3cc2-c2nc3ccccc3[nH]2)c1	-3.6	9.7	-6.4
CCC(C)C(=O)NC(C)c1cnn(-c2ccc(F)cc2)c1C (stereo not given)	-9.0	0.5	.
CCOc1ccc(S(=O)(=O)Nc2ccc(Nc3ccc(-n4nc(C)c(C)c4C)nn3)cc2)cc1	-5.3	-3.1	-10.6
COC(=O)CCCCC(=O)N1CCN(c2nccc(-c3ccc(C(C)(C)C)cc3)n2)CC1	-6.9	5.9	-7.2
O=c1oc2c(cc(NS(=O)(=O)c3ccc(Br)cc3)c3ccccc32)s1	0.6	-0.1	.
COc1ccc(N2C(=O)CSC2c2cc(Br)ccc2OC)cc1 (stereo not given)	-5.3	-5.5	.
CC(C)Oc1nc(-c2cccc(F)c2)n(-c2ccc(NC(=O)c3ccc(Br)cc3)cc2)n1	-6.1	9.1	-5.3
COC(=O)CCCC(=O)N1CCN(c2ncccc2C(=O)NCC2CCCO2)CC1 (stereo not given)	-6.4	3.2	-6.5
CN(CC1Cc2ccccc2O1)S(=O)(=O)NCc1ccccc1 (stereo not given)	-1.4	-5.3	.
CCC(COC)NC(=O)c1c(C)noc1-c1ccc(OC)cc1 (stereo not given)	-10.7	4.9	-5.3
CCC1(C(=O)c2ccc(Cl)cc2)C2C(C)(C)OC(=O)C21C(=O)OC (stereo not given)	-6.5	-0.6	-5.3
CNC(=O)c1cccc(-c2ccnc3n[nH]c(-c4cccc(C(F)(F)F)c4)c23)c1	-6.4	9.5	-3.9
Cc1cc(C)cc(N2N=NC3C(=O)N(c4ccc5c(c4)CCC5)C(=O)C32)c1 (stereo not given)	-1.6	1.8	-6.2
CCN(Cc1noc(CC(C)C)n1)C(=O)c1cccc(=O)[nH]1	-4.0	6.3	-17.8
O=C(CCn1nnc2ccccc21)N1CCC2(CCOCC2)CC1	2.1	4.0	.
O=C(NCC(=O)N1CCC(c2nc3cc(Cl)ccc3o2)CC1)c1ccccc1F	-6.9	0.8	.
CCc1ccc(-n2c(C)c(C)n3c4c(=O)n(CCN5CCOCC5)c(=O)n(C)c4nc23)cc1	-13.4	15.5	.
C=c1ccccc1=c1[nH]/c(=C\c2ccc(OCc3ccccc3)cc2)c(=O)o1	-4.9	10.4	-5.6
CCn1cc(S(=O)(=O)N2CC[C@@H]3COCCN(C)[C@@H]3C2)cn1	-12.1	.	-5.1
Nc1nc(-c2cc3cc(Br)cc(Br)c3oc2=O)cs1	-1.5	-1.7	-0.2
CC(C)c1ccc(NC(=O)CN(C2CCCCC2)S(C)(=O)=O)cc1	-1.7	5.3	.
Cc1ccc2c(c1)CN(CC(=O)NCc1nc3c(s1)CCCC3)CC(c1ccsc1)O2 (stereo not given)	-6.8	3.4	-12.6
O=C(Cn1c(CO)c[nH]c1=S)NC1CC1	-5.8	-3.3	.
Nc1c(-c2ccccc2)nc2ccccn12	-10.2	4.1	-7.9
COc1ccccc1C1CCCN1C(=O)CN1C(=O)C2C[C@H](O)CN2C(=O)c2ccccc21 (stereo not given in full)	-4.5	2.8	.
CC(=O)NCCc1nc2ccccc2n1CCCCOc1ccccc1	1.2	-1.7	.
CC(C)OCc1cccc(NC(=O)NCCc2nc(N)no2)c1	-7.8	6.4	.

Additional entries follow:
SMILES	hcGAS lum	NPYLR7 ag	mcGAS inh
Cc1ccccc1CN(C)C(=O)c1sc2nc3n(c(=O)c2c1C)CCC3	-4.3	-3.8	-7.7
CCCN(Cc1ccc(C(O)(C=C(C)C)C=C(C)C)o1)Cc1ccccc1OC	-2.5	-11.8	-3.8
O=C(O)c1cc(N2C(=O)C3CC=CCC3C2=O)ccc1Cl (stereo not given)	-12.2	0.9	-0.9
CCOC(=O)c1cccc(NC(=O)Cn2ccn3nc(-c4ccc(OC)c(OC)c4)cc3c2=O)c1	-12.6	2.6	-1.7
C=CCCC(=O)Nc1sc(C(C)C)cc1C(=O)OCC	-3.3	-2.7	1.2
O=C(CCNS(=O)(=O)c1ccc(Cl)cc1)NCC1(c2ccccc2)CC1	-6.4	3.9	.
O=C(COc1ccccc1)Nc1cc(N2CCCN(Cc3ccccc3)C2=O)ccc1Cl	-1.0	.	0.2
OC[C@@H]1CCCN1c1nccn2ccnc12	-4.6	2.1	.
COc1cc(CCC(=O)NC2CCN(C(=O)C(C)C)CC2)cc(OC)c1	-11.4	2.5	.
COc1ccc(-c2nnc3ccc(OCCNC(=O)C4CC4)nn23)cc1OC	-3.8	-5.6	-7.2
CC(SCC(=O)NCC(=O)NC(C)(C)C)c1nc2ccccc2[nH]1 (stereo not given)	2.0	1.3	.
CC1=NN(c2ccccc2)C(C2=C(C)CCCC2(C)C)C1 (stereo not given)	-2.9	1.0	.
O=C(c1cccc2ccccc12)N(C(=O)N1CCCCC1)c1ccccc1	-1.7	11.6	.
CC1c2cccn2CCN1Cc1nc2scc(-c3ccco3)c2c(=O)[nH]1 (stereo not given)	-10.5	2.8	.
CC1CCN(S(=O)(=O)N2CCCC(c3cc4ccccc4[nH]3)C2)CC1 (stereo not given)	-4.1	-1.9	-4.7
COc1cccc(-c2ccc(C(=O)N3CCC4(CCCO4)CC3)o2)c1	-19.8	.	-14.9
O=C(Nc1cccc2ccc(-n3ccnc3)nc12)c1ccccc1C(F)(F)F	-0.5	11.1	.
CCN=C(CC#N)c1ccc(Cl)cc1	-7.6	1.2	-20.7
O=C(Nc1ccccc1)NC1CN(Cc2ccccc2)CCC1CO (stereo not given)	-7.2	11.5	.
COC(=O)CCC(=O)N1CCN(CC(OCc2ccc(C#N)cc2)c2cccc(N3CCCC3)c2)CC1 (stereo not given)	-7.5	3.0	-5.2
COc1cccc(OC)c1C(=O)NCC1CCN(c2nc(Cc3ccc(Cl)cc3)ns2)CC1	-3.8	-0.1	-4.3
C=CCN1CC(c2nc3ccccc3n2CCC)CC1=O (stereo not given)	-7.6	4.9	-5.8
Cc1cc2ccccc2n1CCNC(=O)C1CC1	0.2	5.6	.
COc1ccc(CN(CCc2c[nH]c3ccccc23)C(=O)CN(C(=O)c2ccc(Cl)cc2)C2CC2)cc1	-14.3	.	-7.3
O=C(Nc1nnc(-c2ccc3c(c2)OCO3)s1)C1CCCN1C(=O)COc1ccc(Cl)cc1 (stereo not given)	-3.5	.	-2.1
COc1ccc(-c2noc(CN(C)Cc3cnn(-c4cccc(OC)c4)c3)n2)cc1	-4.3	-4.0	.
COc1ccc(C2CC(c3ccccc3)=NN2C(=O)c2ccc(Cl)cc2)cc1 (stereo not given)	-2.6	-5.9	-3.8
CC(C)NC(=O)Nc1ccc(N(C)C)c(CN(C(C)C(C)C)S(=O)(=O)c2cccc(Cl)c2)c1 (stereo not given)	-7.4	0.7	-8.3
CCCn1nc2ccccc2c1[P+](N)(N1CCOCC1)N1CCOCC1	-10.6&-9.8	8.4	-1.7
COc1cccc(-n2nnc3c(N4CCN(C(=O)CCC5CCCCC5)CC4)ncnc32)c1	-5.2	-10.1	-6.1
Cc1cc(C)c(NC(=O)Cn2c(-c3nnc(C)o3)cc3ccccc32)c(C)c1	-5.4	3.3	-5.5
O=C(c1cc(-c2cccs2)on1)N1CCOCC1	-1.7	0.7	.
CN1Cc2ccccc2CC1C(=O)N1CCc2c(c(C(=O)O)nn2CCO)C1 (stereo not given)	-6.4	9.4	-11.0
CC(NC(=O)c1ccc(Cl)c([N+](=O)[O-])c1)c1cc2ccccc2o1 (stereo not given)	-1.9	1.6	-5.2
CC[C@H]1C[C@@H](NC(=O)c2ccccc2)C[C@@H](c2nc(C)n3ccccc23)O1	7.6	-3.4	.
COc1cc(-c2nc(CN(CCO)Cc3cccs3)c(C)o2)ccc1F	-4.1	-3.0	.
C=CCn1c(=NC(=O)c2ccccc2S(C)(=O)=O)sc2cc(F)cc(F)c21	-5.0	5.6	.
CCN(CC)S(=O)(=O)c1cc(C(=O)NCC(C)c2ccccc2)ccc1F (stereo not given)	6.8	-3.3	.

Of the compounds above, 13 contain an NH in an aromatic ring:
SMILES	hcGAS lum	NPYLR7 ag	mcGAS inh
O=C(Nc1ccc2nc(COCCO)[nH]c2c1)Nc1ccccc1-c1ccccc1	-6.8	10.9	-4.8
COc1cccc2cc(-c3nc4ccccc4[nH]3)c(=Nc3cccc(C#N)c3)oc12	-3.8	0.3	-5.6
CC(C)Cc1cc(C(=O)N2CCOC(CCCc3ccccc3)C2)n[nH]1 (stereo not given)	-1.0	.	0.4
O=C(Nc1ccc(SC(F)F)cc1)c1n[nH]c(=O)c2ccccc12	-1.8	5.3	.
Cc1cccc(N=c2oc3ccccc3cc2-c2nc3ccccc3[nH]2)c1	-3.6	9.7	-6.4
CNC(=O)c1cccc(-c2ccnc3n[nH]c(-c4cccc(C(F)(F)F)c4)c23)c1	-6.4	9.5	-3.9
CCN(Cc1noc(CC(C)C)n1)C(=O)c1cccc(=O)[nH]1	-4.0	6.3	-17.8
C=c1ccccc1=c1[nH]/c(=C\c2ccc(OCc3ccccc3)cc2)c(=O)o1	-4.9	10.4	-5.6
O=C(Cn1c(CO)c[nH]c1=S)NC1CC1	-5.8	-3.3	.
CC(SCC(=O)NCC(=O)NC(C)(C)C)c1nc2ccccc2[nH]1 (stereo not given)	2.0	1.3	.
CC1c2cccn2CCN1Cc1nc2scc(-c3ccco3)c2c(=O)[nH]1 (stereo not given)	-10.5	2.8	.
CC1CCN(S(=O)(=O)N2CCCC(c3cc4ccccc4[nH]3)C2)CC1 (stereo not given)	-4.1	-1.9	-4.7
COc1ccc(CN(CCc2c[nH]c3ccccc23)C(=O)CN(C(=O)c2ccc(Cl)cc2)C2CC2)cc1	-14.3	.	-7.3

One compound at a time, as listed above. Order of screens: hcGAS lum	NPYLR7 ag	mcGAS inh
Results for CC(NC(=O)c1ccc(Cl)c([N+](=O)[O-])c1)c1cc2ccccc2o1 (stereo not given) → -1.9	1.6	-5.2
Results for O=C(c1cc(-c2cccs2)on1)N1CCOCC1 → -1.7	0.7	.
Results for C=CCn1c(=NC(=O)c2ccccc2S(C)(=O)=O)sc2cc(F)cc(F)c21 → -5.0	5.6	.
